Source: PubChem BioAssay
TPT1 inhibitor = inhibitors of Candida albicans tRNA 2'-phosphotransferase TPT1; AID 1962; inhibition, % at 5 µM; recombinant caTPT1, FP RNA substrate dephosphorylation; hit rate 0.81% among 300,000;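 active = inhibition above the mean of all tested compounds plus 3 SD, set per screening campaign, cut at about 24% in these data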;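 also: plate controls were DMSO alone for no effect and ferristatin control at 100 nM for full effect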
MEX-5 binding = C. elegans MEX-5 TCR-2 RNA binding activity | Q9XUB2 | MEX-5/FITC-TCR2 RNA binding, fluorescence polarization; stronger effect = lower value | activity score (negative = inhibition of binding), % at 10 µM | hit rate 0.38% among 300,000 | AID 1832;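 active = inhibition past about -25% in most replicates, and total fluorescence under double the plate's negative control median, limit read from the data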;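 also: 0% = DMSO and -100% = 5 µM competing unlabeled TCR2 RNA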
GSTO1 inh = counter-screen for RBBP9 inhibitors: inhibitors of human GSTO1 | P78417 | recombinant GSTO1, activity-based probe fluorescence polarization | inhibition, % at 5.96 µM | hit rate 1.1% among 300,000 | AID 1974;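 active = inhibition above the campaign mean inhibition plus 3 SD, cut at about 35% in these data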;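 also: 0% = GSTO1-1 with DMSO and 100% = wells lacking GSTO1-1 enzyme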
Target sequence (P78417 whole entry, looked up): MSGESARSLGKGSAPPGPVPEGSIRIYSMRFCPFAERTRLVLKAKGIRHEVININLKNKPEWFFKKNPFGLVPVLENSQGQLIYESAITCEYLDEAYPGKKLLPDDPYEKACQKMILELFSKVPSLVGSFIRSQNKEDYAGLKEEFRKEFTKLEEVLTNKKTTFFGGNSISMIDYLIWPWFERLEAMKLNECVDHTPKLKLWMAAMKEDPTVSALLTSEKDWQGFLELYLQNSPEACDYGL
BCLXL inh = inhibitors of human Bcl-xL; Q07817; GST-Bcl-xL / FITC-Bim BH3 peptide fluorescence polarization; inhibition, % at 10.9 µM; hit rate 0.7% among 320,000; AID 2129;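 active = inhibition above the mean of all tested compounds plus 3 SD, cutoff set per campaign, cut at about 30% in these data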;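 also: 0% = DMSO wells and 100% = unlabeled Bim-BH3 peptide competitor; inhibitors lower millipolarization by displacing the labeled peptide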
PME-1 inh = PME-1 (human) inhibition. hit rate 0.53% among 320,000. inhibition, % at 5.9 µM. recombinant PME-1, FP-Rh probe fluorescence polarization;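 active = inhibition above the campaign mean of all compounds plus 3 SD, cut at about 26% in these data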;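 also: competitive labeling of PME-1 active site by serine hydrolase directed probe; 0% = PME-1 with DMSO and 100% = wells lacking PME-1 enzyme; inhibitors block probe labeling so polarization falls and inhibition rises; many of its hits are not listed in these tables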
Target sequence (Q9Y570 whole entry, looked up): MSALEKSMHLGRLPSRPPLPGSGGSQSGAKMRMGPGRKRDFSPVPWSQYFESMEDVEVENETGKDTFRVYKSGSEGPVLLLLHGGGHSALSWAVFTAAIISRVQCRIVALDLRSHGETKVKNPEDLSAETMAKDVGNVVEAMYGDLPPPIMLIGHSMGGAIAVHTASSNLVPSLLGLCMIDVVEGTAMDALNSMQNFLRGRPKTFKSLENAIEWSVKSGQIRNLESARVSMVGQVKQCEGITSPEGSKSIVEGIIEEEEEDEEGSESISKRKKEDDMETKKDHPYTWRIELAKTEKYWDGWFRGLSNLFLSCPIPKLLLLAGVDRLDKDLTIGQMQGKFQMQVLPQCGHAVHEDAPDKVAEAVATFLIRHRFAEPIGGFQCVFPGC
PAD4 FP inh = inhibitors of human PAD4 | Q9UM07 | recombinant PAD4, RCA probe fluorescence polarization | inhibition, % at 6.36 µM | hit rate 0.41% among 330,000;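 active = percent inhibition above a cutoff equal to the mean of all tested compounds plus 3 SD, cut at about 15% in these data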;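 also: 0% = PAD4 with RCA probe and DMSO and 100% = probe without PAD4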
Fam108B inh = Fam108B inhibition, counter-screen for RBBP9 inhibitors. hit rate 0.33% among 300,000. AID 1947. inhibition, % at 9.51 µM. recombinant Fam108B, FP-Rh probe fluorescence polarization;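 active = inhibition above the screen mean inhibition plus 3 SD, computed separately per campaign, cut at about 18% in these data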;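 also: inhibitors lower polarization as less probe binds the enzyme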
MCL1 BIM primary = disrupts human MCL1 binding to BIM-BH3 peptide. Q07820. GST-MCL1 / FITC-Bim-BH3 fluorescence polarization. inhibition, % at 10.9 µM. hit rate 0.68% among 320,000. AID 2057;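 active = inhibition above the mean inhibition of all tested compounds plus 3 SD, set per campaign, cut at about 40% in these data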;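 also: 0% = DMSO wells and 100% = unlabeled Bim-BH3 peptide control; higher means more loss of mP so more displacement of Bim peptide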
GLD-1 TGE inh = GLD-1-TGE RNA interaction inhibition (C. elegans); purified GLD-1 + fluorescein TGE RNA, fluorescence polarization; inhibition, % at 5.96 µM; Q17339; hit rate 0.44% among 320,000;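 active = percent inhibition above a per-plate cutoff, the plate mean of test compounds plus 3 SD, cut at about 30% in these data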;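 also: 0% = DMSO wells with GLD-1 and probe and 100% = wells lacking GLD-1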
Target sequence (Q17339 whole entry, looked up): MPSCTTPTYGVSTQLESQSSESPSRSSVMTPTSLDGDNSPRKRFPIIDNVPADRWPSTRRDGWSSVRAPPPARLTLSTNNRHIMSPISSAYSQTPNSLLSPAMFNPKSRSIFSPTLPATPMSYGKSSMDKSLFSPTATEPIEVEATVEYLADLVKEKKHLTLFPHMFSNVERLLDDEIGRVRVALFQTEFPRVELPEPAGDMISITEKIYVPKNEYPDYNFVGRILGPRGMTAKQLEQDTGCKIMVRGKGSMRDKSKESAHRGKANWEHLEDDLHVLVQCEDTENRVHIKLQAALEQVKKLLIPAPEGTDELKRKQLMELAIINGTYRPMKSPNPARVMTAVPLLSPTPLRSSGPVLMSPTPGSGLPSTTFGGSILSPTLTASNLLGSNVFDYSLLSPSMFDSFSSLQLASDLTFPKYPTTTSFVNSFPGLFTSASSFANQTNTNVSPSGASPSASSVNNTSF
Numbers without * were called inactive; . = no result given; + = active, no number. These rows are one share of the data; rates above refer to the full screens.

SMILES	TPT1 inhibitor	MEX-5 binding	GSTO1 inh	BCLXL inh	PME-1 inh	PAD4 FP inh	Fam108B inh	MCL1 BIM primary	GLD-1 TGE inh
COc1ccc(/C=C/C(=O)c2c(C)nc3ccccn23)cc1	-2.0	-2.7	-4.1	1.9	4.4	-6.3	2.5	-1.4	4.3
CCOc1ccccc1C(=O)NC(C(=O)NCc1ccc(F)cc1)C(C)C (stereo not drawn)	3.5	0.9	-0.1	1.9	0.0	-3.3	-1.5	-3.1	-2.4
O=C(CSc1nc(Nc2ccccc2)nc(N2CCOCC2)n1)N1CCc2ccccc21	-3.2	2.5	5.8	3.3	3.9	-1.7	-1.5	3.9	2.8
CCCN(C(=O)c1nc2nccc(C)n2n1)c1c(N)n(Cc2ccccc2)c(=O)[nH]c1=O	.	.	.	-0.5	-2.8	-2.9	.	0.1	7.3
CCCCCC(=O)Nc1c2c(nc3ccccc13)CCC2	-1.3	-0.7	9.0	3.2	5.7	-1.8	-1.2	3.5	-2.7
CCCC1CCC(c2ccc(C(=O)NN)cc2)CC1 (stereo not drawn)	-3.2	-0.9	2.4	1.4	2.4	0.3	0.7	2.1	0.9
CCN(CC)CCCNC(=O)c1cn(C)c2ccc(S(=O)(=O)N(C)C3CCCCC3)cc2c1=O	-0.3	-4.2	0.7	1.6	0.7	-8.1	-5.5	4.9	1.4
O=C(CCc1ccc(S(=O)(=O)NCc2ccccc2)cc1)N1CCN(Cc2ccc3c(c2)OCO3)CC1	-2.5	1.0	-2.5	2.6	8.0	0.0	1.2	3.5	2.5
CCOc1ccc(C(=O)NC2CCN(C(=O)NCc3ccccc3)CC2)cc1	-2.1	-3.0	7.3	4.9	-2.1	0.9	-0.1	-1.8	16.0
C=CC[n+]1ccc2ccccc2c1C	-4.0	-0.7	-0.6	5.5	-2.8	-1.7	-0.7	4.2	0.0
COc1ccccc1OCC(=O)Nc1cc2c(cc1C(=O)O)OCCCO2	0.8	-1.5	-4.2	7.2	-0.5	6.1	1.5	-5.5	0.6
Cc1onc(-c2ccccc2)c1C(=O)Nc1ccc(S(=O)(=O)N2CCCCC2)cc1	-3.1	-3.8	-1.2	-7.5	-6.2	-4.6	-7.9	-18.1	-9.5
Cn1nnc(NC(=O)c2ccccc2)n1	-7.9	-0.1	-0.9	-4.2	-0.1	6.6	-2.3	-2.1	13.0
COCCn1c(SCc2ccccc2F)nc2ccccc2c1=O	-4.7	-1.3	9.2	2.4	-0.3	-3.4	2.9	1.1	-4.1
COc1ccc(C2c3[nH]c4ccccc4c3CCN2CCCn2cccn2)c(C)c1C (stereo not drawn)	-6.0	2.1	3.1	12.4	0.7	-3.2	1.6	11.0	7.2
Cc1cccc(C(=O)OC2CCOC2=O)c1O (stereo not drawn)	5.7	0.8	5.0	-3.2	3.4	-3.4	-2.4	-3.3	3.7
Cc1cc(=O)[nH]c(N/N=C/c2ccccc2Cl)n1	1.1	0.2	-1.8	-2.8	-2.7	1.5	-2.4	-1.8	-1.7
COc1ccc(-n2c3c(cc(C(=O)NC4CCSC4=O)c2=O)C(=O)CC(C)(C)C3)cc1 (stereo not drawn)	0.3	1.0	2.1	5.8	0.0	-3.9	-0.8	7.3	-2.7
COc1ccc(N2C(=O)CCC2=O)c(OC)c1	0.5	-0.8	-4.1	1.7	-1.8	-1.2	5.8	-2.0	6.0
NC(=O)c1c(NC(=O)CSc2nnc(-c3ccco3)n2N)sc2c1CCCC2	12.9	-2.8	3.3	6.9	4.2	-7.4	6.2	14.6	-7.5
COC(=O)c1ccc(NC2(C#N)C(=O)Nc3ccccc32)cc1 (stereo not drawn)	1.4	.	-13.8	-0.6	-5.2	5.7	-4.3	4.6	6.9
COCCCN(CC(=O)Nc1ccc(N2CCOCC2)cc1)S(=O)(=O)c1ccc(Cl)cc1	0.4	0.8	1.0	6.5	3.6	-0.2	3.0	4.1	3.3
COc1cc(OC)cc(C(=O)N2CCC(N3CCCCCC3)CC2)c1	-0.8	0.6	2.3	-0.6	-5.3	0.9	3.4	-0.1	1.4
Cc1ccc(S(=O)(=O)N2Cc3ccccc3CC2C(=O)NC(C)(C)C)cc1 (stereo not drawn)	-3.1	-1.2	0.2	-0.6	1.6	-1.0	2.0	-12.7	1.0
CC1(C)CC(O)(CCNCc2ccc3c(c2)OCO3)CCO1 (stereo not drawn)	0.9	1.2	4.1	-2.8	-11.6	0.0	3.0	5.2	-1.0
(further entries)
SMILES	TPT1 inhibitor	MEX-5 binding	GSTO1 inh	BCLXL inh	PME-1 inh	PAD4 FP inh	Fam108B inh	MCL1 BIM primary	GLD-1 TGE inh
O=C(C1CCN(S(=O)(=O)c2cccc3cccnc23)CC1)N1CCN(C2CCCCC2)CC1	1.0	.	5.8	4.8	2.7	-1.9	4.3	5.3	5.3
Cc1cccc(NC(=O)C2CCN(S(=O)(=O)c3ccc(Cl)cc3)CC2)n1	0.4	-3.4	-1.4	0.9	1.7	-3.9	-0.3	-1.3	-3.2
CCC(=O)N[C@@H]1CC(C(C)(C)NC(=O)CC)CC=C1C (stereo partly drawn)	-1.3	-1.4	-2.3	8.3	1.1	-0.7	5.4	7.1	4.3
COC(=O)CSc1nc(NC#N)nc(NC(C)(C)C)n1	-1.3	2.2	-3.8	2.6	0.8	-4.0	-0.7	4.4	4.2
CCOC(=O)Nc1ccc2c(c1)N(C(=O)C(C)N1CCCC1)c1ccccc1CC2 (stereo not drawn)	-2.0	-0.9	-1.1	-0.2	1.8	-7.0	-4.4	-6.3	-1.4
CCOC(=O)Cn1nnnc1C(C(C)C)N(Cc1cccs1)Cc1cc2cc(C)ccc2[nH]c1=O (stereo not drawn)	-6.1	1.4	6.3	2.7	-4.5	-1.5	-1.4	2.7	3.6
COc1ccccc1CNS(=O)(=O)c1c(C)[nH]c(C)c1C(=O)N1CCCCC1	1.1	-0.3	0.3	-0.6	-3.8	-0.5	-0.5	1.9	-1.1
CCCNC(=O)Nc1ccccc1SC	-5.3	0.3	2.3	2.9	-7.2	-2.0	-5.5	3.0	1.1
COc1cccc(NC(=O)CN(C)C(=O)C2CCN(C(=O)c3ccccc3C)CC2)c1	-0.1	2.1	7.5	2.4	1.9	-0.1	18.8*	4.5	8.5
COc1cc(C2C(C(=O)c3ccco3)=C(O)C(=O)N2CC2CCCO2)ccc1O (stereo not drawn)	0.8	-2.7	1.7	-0.2	5.0	-3.6	1.0	5.7	5.8
O=C1c2ccccc2-c2cccc(C(=O)N3CCCCC3)c21	-4.1	1.2	6.9	6.6	6.8	1.6	1.3	3.1	3.0
CN(C)c1ccc(/C=N/n2ncc3ccccc32)cc1	4.9	0.5	12.5	2.9	5.2	3.1	6.6	-0.7	-6.7
COC(=O)c1ccc(NC(=O)CSc2n[nH]c(-c3ccncc3)n2)cc1	-3.0	4.0	-7.9	2.4	-2.2	1.9	-0.9	1.2	0.7
O=C(CN(c1ccccc1F)S(=O)(=O)c1ccccc1)NC1CCCCCC1	3.3	-0.7	-2.4	1.8	-3.9	-8.2	-4.3	1.2	3.4
CC(Oc1ccccc1)C(=O)Nc1nc2c(s1)C(=O)CC(C)(C)C2 (stereo not drawn)	0.7	0.9	-0.1	3.4	-8.2	-2.1	0.1	-1.4	3.5
COc1ccc(-c2nn(C)c(=O)c3ccccc23)cc1CNC(=O)CN1CCOCC1	-4.3	1.3	1.1	0.7	-1.8	3.8	5.9	4.2	6.6
COc1ccc(N(C(=O)C(C)C)S(=O)(=O)c2ccc3c(c2)n(C)c(=O)n3C)cc1	3.2	-3.2	2.7	3.2	-0.6	-1.1	-0.5	-4.2	-0.8
CC1C(=O)N2CCCc3cc(S(=O)(=O)NCc4ccccc4Cl)cc1c32 (stereo not drawn)	0.8	0.5	-2.4	-1.1	4.8	-1.4	-0.6	-6.3	-4.2
Cn1c(NC(=O)c2ccc3c(c2)OCO3)cc(=O)n(C)c1=O	-2.1	1.9	-0.8	5.9	-0.9	-1.1	2.3	8.3	2.8
Cc1ccc2nc(Cl)c3cc(C(=O)NCCCN4CCCC4)sc3c2c1	-0.2	-0.1	-2.3	1.9	-4.5	1.0	-0.6	1.5	-0.7
O=C(Nc1ccc(Cl)cc1)Nc1ccccc1C(=O)O	-0.6	1.7	-7.7	3.9	1.0	-0.3	-5.8	-2.7	1.0
CCCCn1c(N)c(N(CC)C(=O)c2ccc(N3CCCC3=O)cc2)c(=O)[nH]c1=O	0.6	0.6	10.1	-11.7	2.1	3.3	1.6	-8.6	7.0
CCN(CC)C(=O)C(=O)N/N=C/c1ccc(C(=O)O)cc1	2.7	-1.8	2.5	1.9	16.3	1.9	3.1	-0.8	2.0
COCCN1C(=O)C(=O)/C(=C(/O)c2ccc(S(=O)(=O)N3CCOCC3)cc2)C1c1cccc([N+](=O)[O-])c1 (stereo not drawn)	-0.1	-0.7	2.7	3.4	-0.5	-1.3	2.9	-0.1	-3.4
CCCCOC(=O)c1ccc(NC(=O)c2c(N)n(C)c(=O)[nH]c2=O)cc1	-4.7	0.9	-0.8	3.6	5.5	-0.1	1.5	-1.1	0.4
Next compounds
SMILES	TPT1 inhibitor	MEX-5 binding	GSTO1 inh	BCLXL inh	PME-1 inh	PAD4 FP inh	Fam108B inh	MCL1 BIM primary	GLD-1 TGE inh
COC1(OC)N=C(N)C2(C#N)C(c3cccc(Oc4ccccc4)c3)C12C#N (stereo not drawn)	1.9	-2.0	64.7*	1.4	-4.5	-1.3	2.3	2.1	1.0
O=C(CN1CCCCCC1)Nc1ccccc1C(=O)Nc1ccccc1	2.4	2.8	-2.6	0.7	-7.1	-1.3	-4.4	3.1	8.5
CCc1cccc(N(C(=O)c2csnn2)C(C(=O)NC(C)(C)CC)c2ccccn2)c1 (stereo not drawn)	0.3	0.4	6.3	0.5	5.5	-0.1	1.5	7.4	4.0
CCCn1c(-c2cccs2)nc2nc3ccccc3nc21	-2.2	-0.4	2.6	2.9	-2.8	-1.8	-0.9	-2.4	-1.5
COc1ccc(/C=C(\NC(=O)c2ccccc2)C(=O)NCC2CCCO2)cc1 (stereo not drawn)	-0.7	-2.9	5.7	2.9	2.4	-1.7	4.9	7.9	14.0
Cc1cc(/C=N/NC(N)=S)c(O)c(/C=N/NC(N)=S)c1	-57.0	-4.0	-3.1	+	0.4	3.2	9.2	+	189.0*
O=C(COc1ccc(Cl)cc1)NCCSc1ccccc1	0.5	0.4	-1.6	3.9	-4.9	0.9	4.1	1.1	0.2
CCCCc1ccc(NC(=O)CN2NS(=O)(=O)c3ccccc3C2=O)cc1	0.5	0.3	7.8	1.2	0.6	-3.9	-2.1	1.5	3.0
CC(C)c1ccc(Nc2cnn(C34CC5CC(CC(CC(=O)O)(C5)C3)C4)c(=O)c2Cl)cc1	1.8	0.2	7.8	-0.8	-5.1	2.4	13.8	5.5	-3.8
O=C(O)CC1(CC(=O)NCc2csc(-c3cccs3)n2)CCCCC1	1.4	4.3	-1.7	0.6	-7.3	3.8	2.5	1.3	-2.6
Cc1nnsc1S(=O)c1ccc(Cl)cc1 (stereo not drawn)	-0.2	1.2	-0.6	2.7	-3.4	1.9	4.9	8.3	-4.8

As entered above.
COc1ccc(N(C(=O)C(C)C)S(=O)(=O)c2ccc3c(c2)n(C)c(=O)n3C)cc1 – GLD-1 TGE inh: -0.8
Cc1cccc(NC(=O)C2CCN(S(=O)(=O)c3ccc(Cl)cc3)CC2)n1 – Fam108B inh: -0.3
